Screens deposited in PubChem BioAssay by several laboratories.
M4 ag = agonists of human muscarinic M4 receptor (CHRM4); CHO-K1 hM4/Gqi5, Fluo-8 calcium fluorescence; vehicle 0%, full acetylcholine response 100%; activation, % at 3 µM; 360,000 compounds, 0.14% hits; P08173; AID 624127;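 active means activation above the run mean over all test wells plus 3 SD, cut at about 32% in these data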;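 further: peak over basal fluorescence ratio per well then scaled between controls; 0% = DMSO wells and 100% = acetylcholine at EC100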
CRFR2-BP antag = CRF-BP/CRF-R2 complex antagonism; 350,000 compounds, 0.59% hits; inhibition, % at 11.8 µM; HEK293 CRF-R2/CRF-BP, CRF-induced calcium fluorescence;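 active means inhibition of the ligand-induced calcium signal above about 50% at the single tested concentration, limit read from the data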
CRFR2-BP ag = agonists of human CRF-binding protein/CRF-R2 receptor complex; HEK293 CRF-R2/CRF-BP, calcium dye fluorescence (FLIPR); percent of saturating CRF peptide response; AID 588473; 350,000 compounds, 0.46% hits; activation, % at 13.2 µM;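 active means activation of at least 50%, plus an integration ratio under a set limit after plate pattern correction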;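 further: plate controls were neutral control wells without compound for no effect and CRF at EC100 for full effect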
CHRM1 PAM = human CHRM1 positive allosteric modulation. CHO-K1 hM1, Fluo-8 calcium fluorescence, ACh EC20; 0% = ACh EC20, 100% = maximal ACh. activation, % at 3 µM. 360,000 compounds, 0.088% hits. AID 588819; in the data active means activation above about 19%, passing the limit was not always enough
Target sequence (P11229 whole entry, looked up): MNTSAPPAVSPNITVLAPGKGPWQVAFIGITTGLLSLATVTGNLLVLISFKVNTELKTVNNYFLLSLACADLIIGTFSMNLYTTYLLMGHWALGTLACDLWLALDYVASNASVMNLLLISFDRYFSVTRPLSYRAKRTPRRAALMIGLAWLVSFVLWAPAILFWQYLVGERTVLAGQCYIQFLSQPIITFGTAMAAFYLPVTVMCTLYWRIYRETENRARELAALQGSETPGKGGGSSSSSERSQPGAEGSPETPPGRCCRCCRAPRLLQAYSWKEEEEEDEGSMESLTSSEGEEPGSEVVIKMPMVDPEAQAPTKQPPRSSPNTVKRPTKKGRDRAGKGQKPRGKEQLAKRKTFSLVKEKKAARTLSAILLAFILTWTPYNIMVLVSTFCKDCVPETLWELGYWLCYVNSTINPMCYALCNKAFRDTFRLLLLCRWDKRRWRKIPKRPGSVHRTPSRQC
M5 PAM = CHRM5 positive allosteric modulation | P08912 | CHO-K1 hM5, Fluo-8 calcium, ACh EC20 PAM; 0% = ACh EC20, 100% = ACh EC100 | activation, % at 3 µM | 360,000 compounds, 0.3% hits | AID 624038;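 active means activation above the run cutoff, the mean activation of all test compounds plus 3 SD, cut at about 18% in these data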
Target sequence (P08912 whole entry, looked up): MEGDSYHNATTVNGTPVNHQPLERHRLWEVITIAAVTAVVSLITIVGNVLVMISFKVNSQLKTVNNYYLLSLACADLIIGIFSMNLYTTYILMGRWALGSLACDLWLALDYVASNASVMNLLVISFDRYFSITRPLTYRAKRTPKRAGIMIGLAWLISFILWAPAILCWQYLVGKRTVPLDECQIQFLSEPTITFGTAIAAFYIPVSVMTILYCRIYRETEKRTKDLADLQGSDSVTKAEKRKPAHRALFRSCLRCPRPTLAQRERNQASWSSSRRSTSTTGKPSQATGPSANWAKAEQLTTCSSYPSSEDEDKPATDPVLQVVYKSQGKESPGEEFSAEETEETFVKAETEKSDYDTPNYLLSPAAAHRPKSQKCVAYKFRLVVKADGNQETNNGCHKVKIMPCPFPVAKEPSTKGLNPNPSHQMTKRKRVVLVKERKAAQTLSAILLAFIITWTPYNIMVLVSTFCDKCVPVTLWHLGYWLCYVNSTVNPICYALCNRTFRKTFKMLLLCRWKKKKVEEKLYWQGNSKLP
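Replicates: One well per compound, no replicates | System: Human M5 receptor in CHO-K1 cells | Benchmarks: Low control EC20 acetylcholine (0%), high control EC100 acetylcholine (100%) | Probe or stimulus: Acetylcholine, EC20 level | Times: Fluo-8 loading 80 min at 37 °C plus 30 min room temperature | Signal: Intracellular calcium via Fluo-8 fluorescence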
M5 ag = agonists of human muscarinic M5 receptor (CHRM5); CHO-K1 hM5 cells, Fluo-8 calcium fluorescence; 0% DMSO wells, 100% maximal acetylcholine response; 360,000 compounds, 0.19% hits; activation, % at 3 µM; P08912;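 active means activation above the run's mean over test compounds plus 3 SD, cut at about 23% in these data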;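 further: signal is peak over basal fluorescence ratio across the kinetic read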
CHRM4 antagonist = blocks acetylcholine activation of human M4 receptor; P08173; CHO-hM4 cells, ACh EC80, Fluo-8 calcium fluorescence; inhibition, % at 3 µM; 360,000 compounds, 0.73% hits; AID 624125;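 active means inhibition above its plate's cutoff, the mean inhibition of sample wells plus 3 SD, cut at about 27% in these data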;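 further: 0% = acetylcholine EC80 with DMSO and 100% = DMSO without agonist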
CHRM5 antagonist = CHRM5 antagonism in calcium assay. P08912. CHO-hM5 cells, Fluo-8 calcium fluorescence, ACh EC80. inhibition, % at 3 µM. 360,000 compounds, 0.59% hits. AID 624040;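 active means inhibition above a per-plate cutoff, the mean of that plate's test compounds plus 3 SD, cut at about 27% in these data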;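 further: 0% = acetylcholine EC80 with DMSO and 100% = DMSO without agonist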
M4 PAM = potentiates acetylcholine response at human M4 receptor; P08173; CHO-K1 hM4/Gqi5, Fluo-8 calcium fluorescence, ACh EC20; 0% = ACh EC20, 100% = maximal ACh; activation, % at 3 µM; 360,000 compounds, 0.4% hits; AID 624126;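 active means activation above its plate's cutoff, the mean activation of sample wells plus 3 SD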; further: some results filed as inactive read as strong as hits
* hit, by the source's call.

SMILES | M4 ag | CRFR2-BP antag | CRFR2-BP ag | CHRM1 PAM | M5 PAM | M5 ag | CHRM4 antagonist | CHRM5 antagonist | M4 PAM
COc1cccc(NC(=O)N2CCN(c3nc(-c4cccc(OC)c4)cs3)CC2)c1 | 12 | -11 | -1.6 | -13 | -23 | -5 | 6 | 2 | -34
COc1ccc(CN2CCN(C(C)C(=O)N3CCc4ccccc43)CC2)cc1OC (stereo not drawn) | 0 | -6 | -2.1 | 12 | 3 | -4 | -1 | 11 | -1
CCOC(=O)N1CCN(C(=O)c2cc3c(=O)n4cccc(C)c4nc3s2)CC1 | 0 | -3 | 0.2 | 12 | 3 | -1 | -6 | 1 | 7
COc1cccc(N2CCN(C(=O)CCC(=O)N3CCOc4ccc(C)cc43)CC2)c1 | 16 | -1 | 0.1 | -8 | -12 | 4 | -18 | 4 | -5
O=C(Cc1c[nH]c2ccccc12)NCC(=O)Nc1ccc(F)c(F)c1F | 3 | 3 | -0.9 | 9 | -1 | 0 | -4 | 8 | 5
CN(CC(=O)Nc1cccc(F)c1)CC(=O)Nc1ccccc1Oc1ccccc1 | 2 | 6 | -0.6 | 0 | -5 | -1 | 10 | 14 | -6
O=S1(=O)Nc2c(ccc3cccnc23)-c2ccccc21 | 2 | -4 | 0.3 | 2 | -4 | 0 | 30* | 31* | -7
CCCCCn1nc(C)c(/C=N/NC(=O)c2ccoc2C)c1C | 1 | -20 | 0.4 | 3 | -3 | 0 | 6 | 0 | 4
COC(=O)c1sccc1NC(=O)CSc1ccc(Cl)cc1 | -1 | 36 | 0.2 | 3 | -28 | -11 | 3 | -2 | -3
CCOC(=O)c1cnc2c(c(C)nn2CC)c1NC1CC1 | 1 | -5 | 0.3 | -5 | -2 | -2 | 6 | 9 | 0
COc1ccc(-c2cc(C(F)(F)F)nc(N3CCN(C)CC3)n2)cc1OC | 1 | -15 | -1.3 | 2 | -6 | -6 | -10 | 0 | -3
CCC(C)NC(=O)c1ccc(C2SCC(=O)N2Cc2ccccc2)cc1 (stereo not drawn) | 1 | 7 | -3.9 | 12 | -1 | -9 | -1 | -1 | -5
Cc1ccc(Oc2coc3cc(O)ccc3c2=O)cc1 | 7 | 15 | -0.9 | 6 | 0 | -2 | 6 | 6 | -5
Cn1cnc(S(=O)(=O)NCc2cccs2)c1 | 0 | -5 | -1.3 | 6 | -3 | -4 | 5 | -2 | 0
CN(Cc1ccccc1)S(=O)(=O)CCNC(=O)c1ccc2c(c1)OCO2 | 3 | 12 | -0.7 | 4 | 1 | 2 | -5 | -7 | 0
O=C(Cc1cccc2ccccc12)Nc1ccc(-c2cc3ccccc3oc2=O)cc1 | 3 | -6 | 8.6 | 4 | 1 | -4 | -7 | 4 | 15
CN(Cc1ccco1)C(=O)c1c[nH]c2ccc(S(=O)(=O)Nc3ccc4c(c3)OCCO4)cc2c1=O | 1 | -1 | -2.9 | 2 | 6 | -1 | -7 | 0 | 5
O=C(Cn1c(CO)nc2ccccc21)NCCc1ccc(F)cc1 | 0 | 5 | -1.1 | 11 | 9 | 0 | 2 | -5 | -4
CCCn1c(NC(=S)Nc2ccccc2)nc2ccccc21 | -1 | -108 | -2.9 | 1 | -2 | 2 | -2 | -8 | 5
Cc1ccccc1N1CCN(c2ncnc3scc(-c4cccs4)c23)CC1 | -2 | -19 | -1.0 | -7 | 2 | -4 | -2 | 3 | 3

Reformatted field by field: part of the list above.
Cn1cnc(S(=O)(=O)NCc2cccs2)c1
- M4 ag = 0
- CRFR2-BP antag = -5
- CRFR2-BP ag = -1.3
- CHRM1 PAM = 6
- M5 PAM = -3
- M5 ag = -4
- CHRM4 antagonist = 5
- CHRM5 antagonist = -2
- M4 PAM = 0

CN(Cc1ccccc1)S(=O)(=O)CCNC(=O)c1ccc2c(c1)OCO2
- M4 ag = 3
- CRFR2-BP antag = 12
- CRFR2-BP ag = -0.7
- CHRM1 PAM = 4
- M5 PAM = 1
- M5 ag = 2
- CHRM4 antagonist = -5
- CHRM5 antagonist = -7
- M4 PAM = 0

O=C(Cc1cccc2ccccc12)Nc1ccc(-c2cc3ccccc3oc2=O)cc1
- M4 ag = 3
- CRFR2-BP antag = -6
- CRFR2-BP ag = 8.6
- CHRM1 PAM = 4
- M5 PAM = 1
- M5 ag = -4
- CHRM4 antagonist = -7
- CHRM5 antagonist = 4
- M4 PAM = 15

CN(Cc1ccco1)C(=O)c1c[nH]c2ccc(S(=O)(=O)Nc3ccc4c(c3)OCCO4)cc2c1=O
- M4 ag = 1
- CRFR2-BP antag = -1
- CRFR2-BP ag = -2.9
- CHRM1 PAM = 2
- M5 PAM = 6
- M5 ag = -1
- CHRM4 antagonist = -7
- CHRM5 antagonist = 0
- M4 PAM = 5

The results go on:
SMILES | M4 ag | CRFR2-BP antag | CRFR2-BP ag | CHRM1 PAM | M5 PAM | M5 ag | CHRM4 antagonist | CHRM5 antagonist | M4 PAM
O=C(NC1(C(F)(F)F)C(=O)Nc2c1c(=O)[nH]c(=O)n2Cc1ccco1)C1CC1 (stereo not drawn) | 0 | 5 | 1.3 | 5 | 2 | 0 | -8 | -14 | 0
COc1cccc(S(=O)(=O)N(C)C[C@H]2Oc3ncc(Br)cc3C(=O)N([C@H](C)CO)C[C@H]2C)c1 | 0 | -3 | 1.0 | 6 | 4 | -1 | -1 | 0 | 2
COC(=O)c1ccc(CNC(=O)c2ccccc2C(=O)NCC2(CBr)OCCO2)cc1 | 4 | -1 | -1.0 | 7 | -2 | 0 | -28 | -10 | 0
O=C(Oc1cccc(Cl)c1)N1CCOCC1 | 1 | 10 | -1.8 | 5 | -11 | -3 | -8 | 17 | -3
COCC(C)OC(=O)C(C#N)c1nc2ccccc2nc1N1CCN(Cc2ccccc2)CC1 (stereo not drawn) | 1 | -5 | 4.9 | 11 | 2 | -5 | 11 | -4 | 11
S=c1[nH]nc(-c2cnccn2)n1-c1ccccc1 | 1 | 15 | -0.9 | 12 | 2 | 0 | 9 | -5 | 16
COC(=O)C1=C(C(=O)OC)[C@@H]2Nc3ccccc3[C@@]23C[C@@H](C(=O)OC)N(C(=O)c2cccs2)C3=N1 | 0 | -2 | -0.7 | 10 | 3 | -2 | -13 | 13 | 25*
CC1CC(C)(C)NC(C)c2ccccc21 (stereo not drawn) | 0 | 10 | -0.1 | 0 | -1 | 0 | 0 | -1 | 6
Cc1cc(=O)n2c(n1)NC(=NCc1ccccc1)NC2c1ccccc1 (stereo not drawn) | 0 | -7 | 1.3 | 5 | 0 | 0 | 8 | 10 | -2
COC(=O)C1(C)NC(c2cccs2)C2C(=O)N(c3ccc(F)cc3)C(=O)C21 (stereo not drawn) | 1 | -12 | 0.5 | 3 | -4 | 1 | -6 | -2 | 5
COC(=O)c1ccc(COC(=O)CNC(=O)C2CCCCC2)cc1 | 1 | -5 | 0.8 | 18 | 12 | 1 | -9 | 3 | 10
O=C1OC(c2cc(Br)c(O)c(Br)c2)c2ccccc21 (stereo not drawn) | 0 | -9 | 0.1 | 2 | -3 | 1 | -7 | 10 | 11
CCCCCSc1nc(N2CCOCC2)c2c(c1C#N)CC(C)(C)OC2 | 1 | -35 | 5.8 | -3 | 6 | -6 | 5 | 2 | 7
Nc1cccc(NC(=O)c2cccs2)c1 | 2 | -5 | -0.1 | 6 | -5 | -4 | 2 | 3 | 1
Cc1ccc(CNC(=O)c2ccc(N3CCC4(CC3)CC(c3ccccc3)=NO4)c(NC(=O)c3ccco3)c2)cc1 | 2 | 6 | 1.3 | 1 | -5 | 0 | 1 | 8 | 2
CN(Cc1ccccc1)C1=CC(=[N+]2CCCCC2)CC(C)(C)C1 | 4 | -7 | -2.9 | -13 | -24 | -19 | 54* | 25 | -39
CS(=O)(=O)N1c2cccc3cccc(c23)S1(=O)=O | 1 | 7 | -2.4 | 10 | 4 | -2 | -12 | -3 | 3
COc1ccc(-c2ccn(-c3cccc(F)n3)n2)cc1 | 2 | -5 | -0.3 | 11 | -9 | -5 | 3 | 0 | 0
COc1cc(/C=N/n2nnnc2N)ccc1OC(C)C | 1 | -9 | -1.4 | 12 | -2 | -1 | -6 | 4 | -3
O=C(NCc1ccc2c(c1)OCO2)C1CCC(CNS(=O)(=O)c2ccccc2)CC1 (stereo not drawn) | 4 | 9 | -0.7 | 9 | -2 | -1 | 7 | 0 | 3
CC(C)C[C@H](NC(=O)C1CCN(S(=O)(=O)c2ccccc2)CC1)C(=O)NCc1cccnc1 | 2 | 3 | 0.3 | 10 | 1 | -3 | -3 | 2 | -2
CCn1ncc([N+](=O)[O-])c1C(=O)Nc1cc(C)on1 | -1 | 1 | 0.9 | -1 | 2 | 1 | 1 | 4 | -4
COc1ccc(OC)c(C(=O)COC(=O)c2ccccc2O)c1 | 2 | -7 | -0.5 | 2 | -11 | -3 | -6 | 19 | -1
COc1ccccc1-n1c(N)c(C(=O)NCC2CCCO2)c2nc3ccccc3nc21 (stereo not drawn) | 4 | 12 | -1.3 | -7 | -2 | -2 | 0 | -1 | -5
O=C(Nc1ccc(N2CCOCC2)cc1)c1c(F)cccc1Cl | 1 | 6 | -2.2 | 10 | 0 | 0 | -4 | 4 | 1
CC(C)c1ccc2c(c1)C1(NN=C(c3ccccc3)S1)C(=O)N2 (stereo not drawn) | 0 | -17 | -3.8 | -11 | -11 | -2 | -7 | 4 | 1
N#Cc1c(N)nc(SCC(=O)OCc2ccccc2)c(C#N)c1-c1ccco1 | 4 | -6 | -0.3 | 0 | -5 | -3 | 14 | 4 | -7
CC(=O)N1CCN(c2c(F)c(F)c(C(F)(F)F)c(F)c2F)CC1 | 7 | -3 | 0.6 | 0 | -4 | 9 | -13 | 10 | -4
CC(C)Cc1ccc(CN2CCC(n3nccc3NC(=O)C3CCCC3)CC2)cc1 | 5 | -8 | 0.1 | 2 | 1 | -5 | 2 | -5 | 2
CC(C)(C)NC(=O)COc1ccc(CNc2ccc3[nH]c(=O)[nH]c3c2)cc1 | 1 | -1 | 2.1 | 2 | -4 | -2 | -2 | 4 | 12
CCc1cccc(NC(=O)CSCc2cc(=O)[nH][nH]2)c1 | -1 | 8 | 2.5 | -4 | -3 | -3 | 2 | 0 | 5
CC(=O)N1CCOc2ccc(S(=O)(=O)NCc3ccc(F)cc3)cc21 | 2 | 6 | 0.7 | 0 | -6 | -3 | 3 | 13 | -2

Exported with two lines to a compound: part of the list above
Results follow in this order: M4 ag	CRFR2-BP antag	CRFR2-BP ag	CHRM1 PAM	M5 PAM	M5 ag	CHRM4 antagonist	CHRM5 antagonist	M4 PAM
CCn1ncc([N+](=O)[O-])c1C(=O)Nc1cc(C)on1
  -1	1	0.9	-1	2	1	1	4	-4
COc1ccc(OC)c(C(=O)COC(=O)c2ccccc2O)c1
  2	-7	-0.5	2	-11	-3	-6	19	-1
COc1ccccc1-n1c(N)c(C(=O)NCC2CCCO2)c2nc3ccccc3nc21 (stereo not drawn)
  4	12	-1.3	-7	-2	-2	0	-1	-5
O=C(Nc1ccc(N2CCOCC2)cc1)c1c(F)cccc1Cl
  1	6	-2.2	10	0	0	-4	4	1
CC(C)c1ccc2c(c1)C1(NN=C(c3ccccc3)S1)C(=O)N2 (stereo not drawn)
  0	-17	-3.8	-11	-11	-2	-7	4	1
N#Cc1c(N)nc(SCC(=O)OCc2ccccc2)c(C#N)c1-c1ccco1
  4	-6	-0.3	0	-5	-3	14	4	-7
